TAAR1 antagonist = antagonists of human TAAR1; Q96RJ0; actives 1.5% (n = 360,000); inhibition, % at 3 µM; AID 624466; CHO RD-HGA16 TAAR1, Fluo-8 calcium fluorescence, antagonist;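 active means inhibition above a per-plate cutoff, the mean inhibition of test compounds on that plate plus 3 SD, cut at about 49% in these data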;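 further: 0% = DMSO plus EC80 beta-PEA response and 100% = DMSO alone without agonist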
Target sequence (Q96RJ0 whole entry, looked up): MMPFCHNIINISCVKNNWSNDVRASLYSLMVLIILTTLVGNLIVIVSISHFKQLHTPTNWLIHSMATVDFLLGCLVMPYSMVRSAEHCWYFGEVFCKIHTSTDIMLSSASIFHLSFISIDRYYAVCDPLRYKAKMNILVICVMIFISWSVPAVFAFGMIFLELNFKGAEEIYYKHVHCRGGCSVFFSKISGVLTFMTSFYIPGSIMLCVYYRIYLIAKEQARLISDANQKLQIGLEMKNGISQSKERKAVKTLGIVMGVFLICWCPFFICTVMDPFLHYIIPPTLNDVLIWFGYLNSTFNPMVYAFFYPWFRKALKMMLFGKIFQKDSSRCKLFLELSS
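Test system: RD-HGA16 CHO cells with stable hTAAR1 and Gα16 / Probe or stimulus: EC80 β-phenethylamine stimulus / Times: seeding 17-24 h prior, 75-min 37 °C, 30-min RT dye loading / Detection: Fluo-8 calcium-sensitive fluorescence / Read-out basis: % inhibition scaled between DMSO and EC80 PEA controls / Repeats: singlicate, one well per test compound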
V1aR counter = V1a receptor agonism, counter-screen for OXTR agonists; P37288; CHO-V1R cells, Fluo-8 calcium fluorescence, agonist mode; 0% DMSO, 100% 3 nM vasopressin; activation, % at 3 µM; actives 0.25% (n = 320,000); AID 2797;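 active means activation above the mean activation of all tested compounds plus 3 SD, per screening run, cut at about 20% in these data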;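 further: signal is peak over basal fluorescence ratio across a 100 second FLIPR read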
Target sequence (P37288 whole entry, looked up): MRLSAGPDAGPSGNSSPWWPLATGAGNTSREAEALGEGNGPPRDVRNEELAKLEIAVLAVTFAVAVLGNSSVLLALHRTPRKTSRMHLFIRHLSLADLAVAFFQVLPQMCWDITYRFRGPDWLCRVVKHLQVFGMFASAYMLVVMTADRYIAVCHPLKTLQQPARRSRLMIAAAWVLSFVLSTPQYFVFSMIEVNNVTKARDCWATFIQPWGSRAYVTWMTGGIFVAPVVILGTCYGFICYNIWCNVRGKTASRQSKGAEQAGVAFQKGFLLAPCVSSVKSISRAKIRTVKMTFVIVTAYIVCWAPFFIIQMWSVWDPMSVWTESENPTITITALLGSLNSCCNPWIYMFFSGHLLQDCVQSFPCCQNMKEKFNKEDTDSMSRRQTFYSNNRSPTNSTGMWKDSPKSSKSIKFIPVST
GPR7 antag = antagonists of human GPR7 (neuropeptides B/W receptor 1) | AID 1861 | actives 1.1% (n = 290,000) | inhibition, % at 4.4 µM | GPR7-expressing cells, fluorescence antagonist assay; in the data active means inhibition above about 16%, passing the limit was not always enough;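 further: cells stimulated with the agonist NPW; 0% = agonist with vehicle and 100% = vehicle without agonist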
Target sequence (P48145 whole entry, looked up): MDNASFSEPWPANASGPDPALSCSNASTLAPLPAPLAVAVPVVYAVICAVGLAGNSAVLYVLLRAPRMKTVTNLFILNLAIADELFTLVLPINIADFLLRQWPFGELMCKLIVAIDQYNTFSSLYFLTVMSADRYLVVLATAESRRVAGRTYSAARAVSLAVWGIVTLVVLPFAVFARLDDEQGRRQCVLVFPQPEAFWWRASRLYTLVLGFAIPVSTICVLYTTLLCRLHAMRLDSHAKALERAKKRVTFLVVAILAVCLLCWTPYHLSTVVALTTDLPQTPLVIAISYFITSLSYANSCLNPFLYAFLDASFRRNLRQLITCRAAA
CHO parental Ca = counter-screen: ATP calcium response change in parental CHO cells; parental CHO-K1, ATP-induced calcium, Fluo-8 fluorescence; inhibition, % at 5.6 µM; actives 0.63% (n = 330,000); AID 463079;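 active means inhibition above that plate's mean sample inhibition plus 3 SD, cut at about 26% in these data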;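 further: 0% = ATP-challenged DMSO wells and 100% = DMSO wells without ATP; some compounds past the cut are filed as inactive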
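Measured by: calcium-sensitive Fluo-8 fluorescence / Test system: CHO parental line / Controls: ATP-challenged DMSO wells low, unchallenged DMSO wells high / Measure: % inhibition / Compound: single nominal dose of 5.6 µM per compound / Replicates: single well per compound, no replicates / Reagent: ATP as calcium-mobilizing challenge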
OXTR agonist = human OXTR agonism; actives 0.32% (n = 320,000); CHO-OTR cells, Fluo-8 calcium fluorescence; normalized: DMSO 0%, oxytocin 100%; AID 2435; activation, % at 3 µM;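 active means activation above the mean of all tested compounds plus 3 SD, cutoff set per screening run, cut at about 20% in these data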;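 further: peak over basal fluorescence ratio from a 100 s FLIPR kinetic read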
OXTR potentiate = potentiators of human oxytocin receptor; P30559; CHO-OTR cells, Fluo-8 calcium fluorescence, potentiator mode; 0% = oxytocin EC15, 100% = EC100; activation, % at 3 µM; actives 0.061% (n = 320,000); AID 2445;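 active means activation above that plate's cutoff, the mean activation of tested compounds plus 3 SD, cut at about 6.6% in these data, passing the limit was not always enough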;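 further: 100% uses oxytocin at 75 nM as the full agonist control; some results filed as inactive read as strong as hits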
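Assay system: CHO cell line stably expressing human OTR | Also added: Oxytocin at about EC15, sub-maximal agonist stimulus | Times: Compound 6 min at room temperature before oxytocin, 100 s read | Measured by: Fluo-8 intracellular calcium fluorescence, ex 470-495, em 515-575 nm | Controls: EC15 oxytocin alone as 0%, 75 nM oxytocin as 100%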
CHO-K1 Ca ag = M1 agonist counterscreen hit in parental CHO-K1 cells; AID 602248; actives 0.48% (n = 360,000); Fluo-8 calcium fluorescence; scaled to maximal ATP response, vehicle zero; activation, % at 3 µM; in the data active means activation above about 15%;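 further: untransfected CHO-K1 host cells lacking M1 receptor as counterscreen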
CHO-K1 Ca antag = nonselective inhibitor or artifact in parental CHO-K1 cells | ATP-induced calcium, Fluo-8 fluorescence | inhibition, % at 3 µM | actives 0.6% (n = 360,000) | AID 602250;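 active means inhibition above a per-plate cutoff, the plate's mean sample inhibition plus 3 SD, cut at about 24% in these data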;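 further: 0% = DMSO plus EC80 ATP and 100% = DMSO alone without ATP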
M1 PAM parental = nonselective activator or artifact in parental CHO-K1 calcium assay; ATP EC20, Fluo-8 calcium fluorescence; 0% at ATP EC20, 100% at ATP max; AID 602247; activation, % at 3 µM; actives 0.02% (n = 360,000);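 active means activation above the run cutoff, the mean activation of all test compounds plus 3 SD, cut at about 40% in these data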;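 further: peak over basal fluorescence ratio in a 140 s read after ATP addition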
The depositor's hits bear a star; · = no result given.

SMILES	TAAR1 antagonist	V1aR counter	GPR7 antag	CHO parental Ca	OXTR agonist	OXTR potentiate	CHO-K1 Ca ag	CHO-K1 Ca antag	M1 PAM parental
O=[N+]([O-])c1ccc(OCCOc2ccccc2/C=N/n2cnnc2)cc1	-3	1.3	-6	0	0.3	-11	1.2	-5	18
O=C1C2CCCCN2C(=O)N1CCCCN1CCN(c2ccc(F)cc2)CC1 (stereo unspecified)	-9	-0.3	-2	-25	1.6	3	1.0	-15	29
CC1Cc2cc(S(=O)(=O)N3CCCC(C(=O)N4CCCCC4)C3)ccc2N1C(=O)C1CC1 (stereo unspecified)	0	3.7	28*	-28	1.4	-7	4.6	-6	1
Cc1[nH][nH]c(=O)c1C(c1ccc(-c2ccc(Cl)c(Cl)c2)o1)c1c(C)[nH][nH]c1=O	105*	-0.7	3	-5	2.4	1	0.6	-4	2
S=c1[nH]nc(Nc2ccccc2Cl)s1	-1	0.4	-6	-7	2.3	-2	0.8	-8	10
COC(Cc1nnc(SC)n1-c1ccccc1)OC	19	-0.3	-3	-10	-0.3	-14	-0.1	14	-2
Cc1cccc(OCC(=O)N2CCC(N3CCCCCC3)CC2)c1	3	0.6	-6	-17	0.8	-5	0.5	-5	15
CCOC(=O)c1ccc(NC2Nc3cc(C)nn3S2)cc1 (stereo unspecified)	-11	9.3	11	3	-1.0	-15	0.2	-16	-5
COc1ccc(CC(=O)Nc2ccc(N(C)C)c3ccccc23)cc1	-2	-0.8	-11	-14	-2.6	-3	0.1	-16	5
O=C(Nc1ccc(S(=O)(=O)N2CCCC2)cc1)Nc1ccc(F)cc1F	33	7.3	-15	-6	7.7	-14	6.2	3	-18
COc1ccc(C2CC(=O)Oc3cc(OC)c(OC)c(OC)c32)cc1 (stereo unspecified)	14	·	·	-11	·	·	0.2	-12	11
CNc1nc(Nc2ccc(C)c(Cl)c2)nc(N)c1[N+](=O)[O-]	-38	-1.2	-18	-43	-3.3	1	0.7	-27	30
O=C(NC1CCOCC1)C1CCC(=O)N(CCc2ccc(Cl)cc2)C1 (stereo unspecified)	-1	0.1	-8	4	1.3	-5	0.7	-11	7
COc1ccc(NC(=O)c2ccc(NC(=O)c3cccnc3)cc2)cc1	36	·	·	·	·	·	2.5	-6	19
CSc1ccccc1C(=O)N(CC1CCCO1)c1c(N)n(Cc2ccccc2)c(=O)[nH]c1=O (stereo unspecified)	-14	0.7	·	-15	0.1	-1	0.6	-2	-3
Cc1ccc(NC(=O)C2(C)CCN2C(=O)C2CCCCC2)cc1C (stereo unspecified)	-16	·	·	·	·	·	0.6	-16	22
CC1=C(C(=O)Nc2ccc(C)cc2)C(c2ccc(N(C)C)cc2)NC(=O)N1 (stereo unspecified)	-7	1.0	-2	-7	0.6	1	3.0	-9	8
COc1ccc(C2/C=C\CN(C(=O)Oc3ccc(C(F)(F)F)cc3)CC(=O)N2Cc2ccc(F)cc2)cc1 (stereo unspecified)	1	1.1	·	-23	-1.2	-14	-0.1	-5	2
CN(C(=O)COc1cc(=O)n(C)c2ccccc12)c1ccc(Cl)cc1	-5	-0.2	18	-14	-1.3	-6	-0.3	9	7
Cc1ccc2nc(NC(=O)CSCc3ccccc3)sc2c1	50*	1.8	-11	-24	-2.0	-8	0.0	0	-3

Sorted by molecular weight (lowest first): part of the list above
SMILES	TAAR1 antagonist	V1aR counter	GPR7 antag	CHO parental Ca	OXTR agonist	OXTR potentiate	CHO-K1 Ca ag	CHO-K1 Ca antag	M1 PAM parental
Cc1ccc2nc(NC(=O)CSCc3ccccc3)sc2c1	50*	1.8	-11	-24	-2.0	-8	0.0	0	-3
COc1ccc(NC(=O)c2ccc(NC(=O)c3cccnc3)cc2)cc1	36	·	·	·	·	·	2.5	-6	19
O=C(NC1CCOCC1)C1CCC(=O)N(CCc2ccc(Cl)cc2)C1 (stereo unspecified)	-1	0.1	-8	4	1.3	-5	0.7	-11	7
CC1Cc2cc(S(=O)(=O)N3CCCC(C(=O)N4CCCCC4)C3)ccc2N1C(=O)C1CC1 (stereo unspecified)	0	3.7	28*	-28	1.4	-7	4.6	-6	1

Remaining list, next part.
SMILES	TAAR1 antagonist	V1aR counter	GPR7 antag	CHO parental Ca	OXTR agonist	OXTR potentiate	CHO-K1 Ca ag	CHO-K1 Ca antag	M1 PAM parental
CC(C)n1ncc2c(C(=O)Nc3ccc(S(C)(=O)=O)cc3)cc(C3CC3)nc21	20	-0.8	·	-9	-1.9	-1	-0.3	1	11
CC(C)(C)Cc1c(-c2ccccc2)nc2ccc(Cl)cn12	13	·	·	·	·	·	0.3	3	-9
CCOC(=O)C1(NC(=O)C2(N3C(=O)c4ccccc4C3=O)CCCC2)CCCC1	9	·	·	·	·	·	-0.3	-10	7
N#Cc1c(C#N)c(O)c2ccccc2c1O	6	0.4	-3	6	-0.1	-10	0.8	-6	7
NC(c1cccc(F)c1)c1nc(-c2ccc(Cl)cc2)cs1 (stereo unspecified)	-18	·	·	·	·	·	0.9	-6	8
Cc1c(CC(=O)N[C@@H](C)C(=O)O)c(=O)oc2c(C)c3occ(-c4ccccc4)c3cc12	-15	·	2	·	·	·	-0.4	-9	15
COc1ccc(CC(=O)Nc2cc(C)on2)cc1OC	17	0.5	-2	-13	-0.2	3	-0.1	0	14
Cc1cc(C)c2oc(-c3cccc(N)c3)nc2c1	-15	-0.8	-25	-16	-2.3	-3	-0.3	-5	-4
CC(=O)N1CCOc2ccc(S(=O)(=O)Nc3ccc(C)cn3)cc21	-21	0.2	-11	-3	-0.1	-6	-0.1	1	-15
NC(=O)CSc1nnc(-c2ccc(S(=O)(=O)N3CCCC3)cc2)n1Cc1ccco1	·	1.2	6	-5	0.7	-3	0.6	-18	7
COC(=O)c1cc(S(=O)(=O)N2CCN(c3ccccc3OC)CC2)cn1C	-7	2.5	-7	-22	1.5	-13	4.2	-16	-15
CCCCCCCCCCCC(=O)N1CC(=O)NC(=O)C1	12	0.7	-10	6	1.7	-12	0.7	-3	7
CCCC1CC(CSc2ncn[nH]2)OC1=O (stereo unspecified)	-15	0.8	-12	-7	0.9	6	-0.1	-4	6
CC(c1nc2ccccc2c(=O)[nH]1)N1CCN(C)CC1 (stereo unspecified)	24	0.1	-9	1	0.1	-2	0.7	-7	1
CCc1nc2c(OCC(=O)c3ccc(F)cc3)cccn2c1N(C)C(=O)c1cccs1	31	·	·	·	·	·	3.5	26*	-17
NC(=O)c1ccsc1NC(=O)CN1C(=O)NC2(CCCC2)C1=O	-14	0.3	·	-3	0.2	2	1.2	-14	30
CC(=O)N1c2ccc(S(=O)(=O)N(C)CC(=O)NC(C)c3ccccc3)cc2CC1C (stereo unspecified)	-9	3.9	-1	-13	1.7	-8	1.7	-2	-8
COc1cc(/C=N/NC(=O)c2cccc([N+](=O)[O-])c2)ccc1OCc1ccc(C)cc1	4	-0.1	-2	-21	-0.1	-6	0.0	2	-5
O=C(NCCS(=O)(=O)N1CCN(c2ccccc2F)CC1)c1cccs1	16	0.5	·	-24	0.3	-11	2.8	3	-5
COCCNS(=O)(=O)c1ccc(SC)cc1	10	-0.7	3	4	-1.3	-8	0.0	3	6
O=C(O)c1cc(N=Nc2c(O)[nH]c3ccc([N+](=O)[O-])cc23)ccc1Cl	-2	0.1	-13	6	0.7	-5	6.2	-3	15
COc1cc(Cl)ccc1OC1(C)CCN(Cc2cccc(OC)c2OC)C1 (stereo unspecified)	-25	·	·	·	·	·	0.5	5	-11
Cc1ccc(/C=N/NC(=O)CNC(=O)c2ccc(S(=O)(=O)N(C)C)cc2)cc1	6	-0.9	-5	-16	-1.8	-8	0.3	-4	11
O=C(NCC1CCCO1)C1C2C=CC3(CN(Cc4cccs4)C(=O)C13)O2 (stereo unspecified)	11	0.5	-11	5	0.3	-3	0.5	-10	19
COC(=O)C(/C=N/O)NC(=O)c1ccccc1 (stereo unspecified)	-24	1.2	-12	-4	-0.1	-4	-0.2	5	-13
CCCOC(=S)N/C(=N\S(=O)(=O)c1ccccc1)c1ccccc1	9	0.4	7	-9	0.7	-2	0.2	-10	13
O=C(NC1CCSc2ccccc21)c1ccccc1Cl (stereo unspecified)	-12	0.2	3	-17	-0.7	-7	0.8	-9	7
N#Cc1c(NC(=O)C2CC=CCC2C(=O)O)sc2c1CCCCCC2 (stereo unspecified)	-23	-0.5	2	-9	-0.4	-8	-0.5	12	4
Cc1ccnc(NC(=O)c2cc([N+](=O)[O-])cc([N+](=O)[O-])c2)c1	10	-0.3	-12	-7	0.3	-5	2.4	-24	18
Cc1ccc(NC(=O)c2ccc(OC(=S)N3CCOCC3)cc2)cc1	3	26*	-9	-15	3.5	-13	0.1	5	10
FC(F)(F)c1ccccc1NC(=S)NN=C1CCCCCC1	-4	-0.5	22	-23	-1.3	-26	·	·	·
O=C(/C=C/c1ccco1)c1ccc(NC(=O)C23CC4CC(CC(C4)C2)C3)cc1	-4	-0.1	7	2	-1.9	-10	-0.1	-8	1
Cc1ccc(CC2S/C(=N/N=C/c3ccco3)NC2=O)cc1 (stereo unspecified)	-10	1.9	-6	-10	0.2	-18	-0.4	2	-12
CC(=O)Nc1cccc(-c2ccnc3c2CC(C)(C(=O)NCc2cccc(Cl)c2)O3)c1 (stereo unspecified)	-12	·	·	·	·	·	0.8	-11	9
O=C(CN1C(=O)NC2(CCOc3ccccc32)C1=O)c1ccc(F)c(F)c1 (stereo unspecified)	2	0.5	·	-1	2.1	-9	2.8	-3	-8
COc1ccc(-c2nn(-c3ccccc3)cc2C(=O)Nc2cccc(C(=O)O)c2)cc1[N+](=O)[O-]	-10	0.7	-17	-2	-0.7	-1	0.2	2	-3
CC(C)NC(=O)CC(=O)N/N=C/c1cccs1	-1	0.3	0	-4	-0.7	-6	0.2	2	9
COc1cccc(-c2cc(C(=O)Nc3c(C)n(C)n(-c4ccccc4)c3=O)no2)c1	-31	-0.4	2	-14	-1.4	-4	-0.2	12	-1
O=C(COc1ccc(S(=O)(=O)N2CCOCC2)cc1)N1CCc2ccccc2C1	7	0.0	-1	-20	1.5	3	1.3	-12	4
CN1C(=O)CS/C1=N\NC(=O)COc1cccc2cccnc12	-2	1.5	-8	-7	0.6	-3	0.9	6	9
CC(C)(C)C(=O)CCN1C(=O)C2(OCCO2)c2ccccc21	10	-0.7	-3	-16	-0.8	-5	0.5	3	10
CC(C)c1cccc(-c2csc(C(O)c3ccc(F)cc3)n2)c1 (stereo unspecified)	16	·	·	·	·	·	-0.2	6	-12
CC(=O)N1CC2(C)CN(C(C)=O)CC(C)(C1)C2	14	-0.6	8	-3	1.1	-4	0.4	-5	11
O=C(O)/C=C/C(=O)c1ccc2c(c1)CCc1ccccc1-2	22	0.9	·	3	0.1	3	1.1	-11	22

Bioassay records as filed in PubChem BioAssay.
